# FUS suppressor – qHTS for Suppressors of FUS Proteinopathy: Primary screen using FUS-linked yeast assay. Potency, µM (titrated, usually from 76.6 µM), inactives show top-dose growth rescue (activation), usual class: activators. 0.24% of 390,000 active. S. cerevisiae FUS-expressing, growth rescue, OD600, 24 h;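 note: plate controls were DMSO vehicle for no effect and reference control for full effect; nearly all actives have a fitted effect of over 55% in size; some results filed as inactive show a strong effect at the top dose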
#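 Read-out: OD at 600 nm after 24hr at 30C, reporting rescue of FUS-induced yeast toxicity. Cells at OD 0.005 in galactose (2%) minimal medium; compounds tested in a dilution series; CP55940 titration from 92uM final as control.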
# TDP43 rescue – qHTS of TDP-43 Inhibitors | TDP-43 expressing yeast growth rescue, BacTiter-Glo, 24 h | Potency, µM (series often up to 46.1 µM), for inactives: at the highest dose growth rescue (activation), usual class: activators | 1.8% of 410,000 active | AID 652104, 2013; note: % of control where 0% means no effect; nearly all actives have a fitted effect of over 50% in size
#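 Luminescence from BacTiter-Glo reports growth of TDP-43-expressing yeast after 24 hr at 30 deg C with compound. Cells were raffinose-pregrown to mid-log, then seeded in galactose medium at OD600=0.02.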
# PTHR1 agonist – qHTS for PTHR1 Agonists: Primary Screen. Potency, µM (doses to about 115 µM), for the others: at the highest dose activation, hits mostly activators. HEK293 GP2 PTHR1 cells, GloSensor cAMP luminescence, 1 h. 0.075% of 410,000 active. Parathyroid hormone/parathyroid hormone-related peptide receptor (Homo sapiens), Q03431; note: nearly all actives have a fitted effect of over 55% in size; some results filed as inactive show a strong effect at the top dose; inactives centre near -15; many of its hits are not listed in these tables
# Target sequence (Q03431 whole entry, looked up): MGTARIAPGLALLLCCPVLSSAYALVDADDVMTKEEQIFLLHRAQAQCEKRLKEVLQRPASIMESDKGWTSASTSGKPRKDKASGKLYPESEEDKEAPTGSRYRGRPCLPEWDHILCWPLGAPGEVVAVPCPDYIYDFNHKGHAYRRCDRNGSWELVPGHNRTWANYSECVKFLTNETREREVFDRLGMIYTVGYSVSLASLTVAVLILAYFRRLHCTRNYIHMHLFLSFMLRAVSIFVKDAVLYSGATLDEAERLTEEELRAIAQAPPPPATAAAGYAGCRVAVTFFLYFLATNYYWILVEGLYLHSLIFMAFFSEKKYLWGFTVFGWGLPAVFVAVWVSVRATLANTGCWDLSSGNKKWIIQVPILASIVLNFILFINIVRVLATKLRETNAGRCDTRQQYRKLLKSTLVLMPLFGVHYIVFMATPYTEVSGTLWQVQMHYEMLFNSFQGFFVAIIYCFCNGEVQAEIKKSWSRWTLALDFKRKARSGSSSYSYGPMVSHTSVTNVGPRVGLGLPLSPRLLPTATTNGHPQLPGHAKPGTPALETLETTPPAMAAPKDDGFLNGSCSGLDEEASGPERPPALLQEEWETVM
#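 HEK-293-derived GP2 cells expressing PTHR1 and a GloSensor cAMP reporter, 3,000/well, plated overnight, given luciferin plus IBMX (each 0.5 mM as added) for 1 h at 37 °C, then compound for 1 h at 37 °C. Luminescence was read after 15 min at room temperature.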
# The depositor's hits bear a star; i = inactive; ? = inconclusive; [ ] = remark or other dose. Calls come from the whole dose curve; as a rule, active = well fitted curve in the direction sought with a large enough effect; inconclusive = small, poorly fitted or top-dose-only effect, or another doubt; inactive = no such curve, though single readings can be large; an effect the other way counts as inactive or inconclusive. Potency is the fitted concentration of half-maximal effect. An excerpt; rates above refer to the full screens.
# Second line of a record: FUS suppressor | TDP43 rescue | PTHR1 agonist
CCSc1nc2c(c(=O)[nH]c(=O)n2C)n1CC(O)COc1ccc(Cl)cc1 (stereo not drawn)
    1% | -12% | i
COc1ccc(-c2nc3ccccc3o2)cc1NC(=O)COc1cc(C)cc(C)c1
    -13% | 23% | i
Cc1ccc(NC(=O)CSc2nc3nccnc3c(=O)n2CCc2c[nH]c3ccccc23)cc1C
    35% | ? | i
O=C(NCc1ccc(F)cc1)c1nnc(Cc2cccc(F)c2)o1
    4% | 16% | i
Cc1nc2nc(NC(=O)C(C)C)[nH]n2c(=O)c1Cc1ccccc1
    12% | 10% | -23%
Oc1c(C(c2ccc(Cl)cc2)N2CCCC2)sc2nc(-c3ccco3)nn12 (stereo not drawn)
    18% | 7% | i
COC(=O)c1ccccc1NC(=O)C1=C(C)C(=O)OC12CCCCCC2
    28% | 6% | -30%
CC1=C(c2ccc(C)c(C)c2)S(=O)(=O)N=C1N1CCC(C(=O)NCCc2ccc(Cl)cc2)CC1
    19% | 8% | -43%[inhibitor]
COc1cc(OC)c(NC(=O)NCc2ccc3c(c2)CCN3C(=O)c2ccccc2)cc1Cl
    39% | -8% | -5%
Fc1ccccc1C(NCCc1ccc(Cl)cc1)c1nnc(-c2ccccc2)o1 (stereo not drawn)
    27% | ? | -58%[inhibitor]
CC(=O)c1ccc(NS(=O)(=O)c2cccc(S(=O)(=O)c3ccc(Cl)cc3)c2)cc1
    19% | 9% | -95%[inhibitor]
CCOC(=O)C1CCC(CN(Cc2ccccc2)S(=O)(=O)c2ccc(Cl)cc2)CC1 (stereo not drawn)
    10% | 11% | -1%
CC(C)OC(=O)/C(C#N)=C/c1ccc(-c2ccc(Cl)c(Cl)c2)o1
    28% | 16% | i
CCc1cccc(C)c1NC(=O)CCCn1nc(C)c2sc3ccccc3c2c1=O
    -17% | 0% | 11%
Cc1cccc(OCC(=O)Nc2ccc(Cl)c(-c3nc4ccccc4[nH]3)c2)c1
    ? | 35µM* | i
CC(=O)Nc1cccc(NC(=O)c2cc3c(=O)n4cccc(C)c4nc3n2C)c1
    -23% | 1% | 7%
O=C(CSc1nc2ccccc2n1Cc1cccc(C(F)(F)F)c1)NCc1ccccc1
    10% | 12% | i
CCc1nn2c(=O)cc(COC(=O)c3cccs3)nc2s1
    5% | 23% | -38%[inhibitor]
Cc1ccc(-c2sc(C(=O)Nc3ccc(Br)cc3)cc2CC(=O)O)cc1
    -5% | -92%[inhibitor] | -4%
Cc1nn2c(=O)cc(COC(=O)c3ccc(NC(=O)c4cccs4)cc3)nc2s1
    5% | 1% | -94%[inhibitor]
CN(C)C(=O)c1ccc2c(c1)N(CC(=O)NCc1ccccc1Cl)C(=O)C1CCCCN21 (stereo not drawn)
    0% | 0%[9.22 µM] | -15%
O=C(NCc1ccccc1Cl)c1ccc2oc(=O)n(Cc3ccccc3)c2c1
    5% | 21% | i
COc1ccc(-n2cc(C(=O)OCc3ccc(Cl)cc3)c3ccccc3c2=O)cc1
    -18% | -11% | i
COc1ccc(-c2c3c(=O)n(C)c(=O)n(C)c3c3c(C)nc4ccccc4n23)cc1
    22% | 0% | -7%
CCOCN(C(=O)Cn1cnc2cc(C)c(C)cc21)c1c(C)cccc1CC
    9% | ? | i
COc1cc(-c2noc(-c3cc4cccc(C)c4oc3=O)n2)cc(OC)c1OC
    -2% | 3% | i
CCc1ccc(NC(=O)Cn2c(=O)n(-c3cc(OC)c(OC)c(OC)c3)c(=O)c3ccccc32)cc1
    -3% | -11% | -6%
Cc1ccc(C)c(N2CCN(CCCNC(=O)c3cnn(-c4ccccc4Cl)c3C3CCN(C(=O)OC(C)(C)C)CC3)CC2)c1
    39% | 0% | i
CCn1c(=O)c2sccc2n2c(CCC(=O)NCc3ccc(Cl)cc3)nnc12
    -10% | -27% | -42%[inhibitor]
CCOc1ccc2c(c1)c(=O)c(C(=O)c1ccc3c(c1)OCO3)cn2Cc1ccc(F)cc1
    17% | -11% | i
COc1ccc(-c2cc(C(F)(F)F)n3nc(C(=O)Nc4cccc(C(F)(F)F)c4)c(Br)c3n2)cc1
    -26% | 14% | i
COc1ccc(-c2cnnn2-c2ccc(NC(=O)c3c(F)cccc3F)cc2)cc1
    30% | 1% | -75%[inhibitor]
CCOc1ccc(-c2noc(CSc3nnc(-c4ccccc4)n3-c3ccccc3)n2)cc1
    -8% | 13% | -28%
Cc1ccc(C(=O)NCCSc2c(C)[nH]c3ccccc23)cc1C
    ? | ? | -95%[inhibitor]
O=C(COc1ccccc1)OCc1cc(=O)n2nc(C3CC3)sc2n1
    12% | -21% | -2%
CCOc1ccc(NC(=O)c2c(NCc3cccnc3)sc3c2CCC(C)C3)cc1 (stereo not drawn)
    ? | 20% | i
CCOc1cc(CNCCSc2nnnn2-c2ccccc2)ccc1OC
    -12% | 0%[9.22 µM] | i
O=C(CSc1n[nH]c(-c2ccccc2Cl)n1)N1CCN(c2ccc(F)cc2)CC1
    -14% | ? | -6%
COc1cc(C(=O)NCC(c2ccc3c(c2)OCO3)N2CCN(C)CC2)cc(OC)c1OC (stereo not drawn)
    42% | ? | i
CCOc1ccccc1CN1CCN(S(=O)(=O)c2ccccc2)CC1
    0% | 7% | -93%[inhibitor]
Cc1ccc(N(C)C(=O)C2CCN(S(=O)(=O)c3ccc4c(c3)CCCN4C(=O)C3CCC3)CC2)cc1
    ? | 16% | -1%
CCSc1nc2sc3c(c2c(=O)n1-c1ccc(C)c(Cl)c1)CCN(C(C)=O)C3
    ? | 4% | -6%
CCc1nn(CC(=O)Nc2cccc(C(C)=O)c2)c(=O)c2cc3sccc3n12
    1% | 6% | i
COc1ccc(-c2nc(CSCC(=O)N3CCN(c4ccccc4F)CC3)c(C)o2)cc1
    ? | 0% | -95%[inhibitor]
Cc1ccc(-c2noc(-c3cccnc3NCc3ccco3)n2)cc1
    7% | 16% | i
CCc1ccc(-c2nc(CN3CCCC(C(=O)NCc4ccc(C)cc4)C3)c(C)o2)cc1 (stereo not drawn)
    14% | 7% | -23%
CCC(=O)N1CCc2cc(S(=O)(=O)N3CCN(c4ccccc4F)CC3)ccc21
    -23% | 8% | i
Cc1c(-c2nc(-c3ccccc3)no2)nnn1-c1ccc(F)c(Cl)c1
    -22% | 11% | -17%
CC(=O)N1c2ccccc2C(=O)C1N1CCN(c2ccccc2F)CC1 (stereo not drawn)
    25% | 35µM* | i
O=C(C1CCCN(S(=O)(=O)c2cccc3nsnc23)C1)N1CCN(c2ccccc2F)CC1 (stereo not drawn)
    4% | ? | -27%
CC1=C(C(=O)OCc2ccccc2)C(c2cccc(Cl)c2Cl)CC(=O)N1 (stereo not drawn)
    16% | 19% | i
COc1cccc(NC(=O)CN2C(=O)c3ccccc3Sc3ncccc32)c1
    13% | 7% | -13%
CCn1cc(S(=O)(=O)c2cc(C)cc(C)c2)c(=O)c2cc(F)c(N3CCCCC3)cc21
    3% | 0% | 1%
COc1cccc(N2CCN(C(=O)c3cc4c(s3)-c3c(C)cccc3OC4)CC2)c1
    ? | 27% | -79%[inhibitor]
CCOc1ccccc1NC(=O)C(NS(=O)(=O)c1ccc2c(c1)CCC(=O)N2)c1ccccc1 (stereo not drawn)
    4% | 10% | i
COC(=O)c1cccnc1-n1c(=O)c2cccnc2n(CC(=O)Nc2c(C)cc(C)cc2C)c1=O
    17% | 15% | -2%
Cc1cc(C)c(NC(=O)Cn2nc3c(cc2=O)CCCC3)c(C)c1
    -23% | 12% | -18%
CCOc1cc(C2c3c(-c4ccccc4O)n[nH]c3C(=O)N2CCc2ccccc2)ccc1O (stereo not drawn)
    31% | 0% | -2%
O=c1c2cnn(-c3ccc(Cl)cc3)c2ncn1Cc1cccc(C(F)(F)F)c1
    -7% | 20% | i
COc1ccc(-c2cc(C(F)(F)F)n3nc(C(=O)Nc4sc5c(c4C(=O)OC(C)C)CCC(C)C5)cc3n2)cc1 (stereo not drawn)
    -23% | 13% | i

# The list goes on:
# Second line of a record: FUS suppressor | TDP43 rescue | PTHR1 agonist
COc1ccc(C(=O)Nc2cc(C(C)C)c(O)c(S(=O)(=O)c3ccc(OC)cc3)c2C)cc1
    18% | 11% | -19%
COc1ccc(C2(CNC(=O)C(=O)Nc3cccc(C(F)(F)F)c3)CCCC2)cc1OC
    34% | 11% | -3%
COc1ccc(Cn2c(=O)n(Cc3ccco3)c(=O)c3oc4ccccc4c32)cc1
    -11% | 13% | i
COc1ccc(-c2[nH]ncc2C(=O)NCc2cccc(Cl)c2)cc1
    -11% | 22% | i
CCOc1ccc(-n2nc3ccc(NC(=O)COc4ccccc4)cc3n2)cc1
    -13% | 0% | -4%
CCOc1ccccc1NS(=O)(=O)c1cc2[nH]c(=O)c(=O)[nH]c2cc1C
    -15% | 10% | i
Cc1ccc2scc(N3CCCCC3C)c(=O)c2c1 (stereo not drawn)
    16% | ? | -26%
COc1ccc(Cl)cc1-n1nnc(-c2nc(-c3ccccc3)no2)c1C
    -10% | 0% | -23%
Cc1cc(N(CCO)Cc2ccccc2)n2nc(-c3ccc(C(C)(C)C)cc3)nc2n1
    0% | ? | i
C#CCn1c(C2CC(=O)N(c3ccc(OCC)cc3)C2)nc2ccccc21 (stereo not drawn)
    23% | 26% | i
Cc1nn(CC(=O)Nc2ccc(OC(F)(F)F)cc2)c(=O)c2c(C)n(-c3ccc(Cl)cc3)nc12
    31% | 3% | -28%
COc1ccc(-c2cc(C(F)(F)F)nc(SCC(=O)N3CCCCC3)n2)cc1OC
    34% | 13% | i
Cc1ccc(-n2ncc(C(=O)NCCc3ccsc3)c2C2CCN(C(=O)OC(C)(C)C)CC2)cc1C
    22% | 30% | -5%
CCOc1ccc(C(=O)/C=C/c2cn(CC(O)CN3CCCCCC3)c3ccccc23)cc1 (stereo not drawn)
    34% | 6% | -21%
COc1ccc(NC(=O)CSc2nc(-c3ccco3)cc(C(F)(F)F)n2)c(OC)c1
    0% | 1% | -30%
CCCc1cc(=O)n2[nH]c(-c3ccc(C)cc3)nc2n1
    -16% | 12% | -3%
CC(=O)c1ccc(NC(=O)Cn2cc(S(=O)(=O)Cc3ccccc3Cl)c3ccccc32)cc1
    21% | -5% | 0%
O=C(Nc1cccc(C(F)(F)F)c1)c1cc(-c2ccc(Cl)cc2)on1
    2% | 1% | i
COC(=O)c1ccc(C(=O)Nc2ccc(-c3nc4cc(NC(=O)c5ccc(C(=O)OC)cc5)ccc4o3)cc2)cc1
    -10% | 16% | i
COc1ccc(-c2oc3ncn4nc(-c5ccccc5OC)nc4c3c2-c2ccc(OC)cc2)cc1
    8% | 2% | -7%

# Among those listed so far, two have bromine.
# Second line of a record: FUS suppressor | TDP43 rescue | PTHR1 agonist
Cc1ccc(-c2sc(C(=O)Nc3ccc(Br)cc3)cc2CC(=O)O)cc1
    -5% | -92%[inhibitor] | -4%
COc1ccc(-c2cc(C(F)(F)F)n3nc(C(=O)Nc4cccc(C(F)(F)F)c4)c(Br)c3n2)cc1
    -26% | 14% | i

# Next part:
# Second line of a record: FUS suppressor | TDP43 rescue | PTHR1 agonist
CC1CCN(c2nc3c(S(=O)(=O)c4ccc(Cl)cc4)nnn3c3ccsc23)CC1
    9% | 14% | -5%
O=C(NCc1cccc(Cl)c1)c1oc(=O)c2ccccc2c1-c1ccccc1
    -1% | 6% | i
CCN(CC)c1ccc(-c2nc(-c3ccncc3)no2)cc1[N+](=O)[O-]
    -9% | ? | i
COc1cccc(NC(=O)c2c(-c3ccc(C)cc3)nnc3ccccc23)c1
    15% | 2% | i
CCOC(=O)c1cccc(NC(=O)C2CCCN(c3nnc(C)c4c(C)n(-c5ccccc5)nc34)C2)c1 (stereo not drawn)
    -6% | 15% | i
Cc1cccc(N(C)C(=O)Cn2cnc3nc4c(cc3c2=O)CCCC4)c1
    9% | 12% | 0%
O=C(CCN1N=C(c2ccccc2)CCC1=O)NCCc1ccc(Cl)cc1
    28% | ? | 4%
Cc1ccc(-n2c(=O)c3cccnc3n2CC(=O)NCc2ccc(Cl)cc2)cc1
    7% | 20% | i

# 4 compounds from above, reduced to TDP43 rescue:
Molecule	TDP43 rescue
Cc1cccc(N(C)C(=O)Cn2cnc3nc4c(cc3c2=O)CCCC4)c1	12%
CC1CCN(c2nc3c(S(=O)(=O)c4ccc(Cl)cc4)nnn3c3ccsc23)CC1	14%
CCOC(=O)c1cccc(NC(=O)C2CCCN(c3nnc(C)c4c(C)n(-c5ccccc5)nc34)C2)c1 (stereo not drawn)	15%
Cc1ccc(-n2c(=O)c3cccnc3n2CC(=O)NCc2ccc(Cl)cc2)cc1	20%

# From PubChem BioAssay
